Source: PubChem (Broad Institute)
STK33 kinase inh: inhibitors of human STK33 kinase. actives 0.073% (n = 320,000). purified STK33, MBP phosphorylation, ADP-Glo luminescence. Q9BYT3. inhibition, % at 10 µM;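 active = inhibition at or above 25%, using the most active replicate where run in duplicate; inactive = inhibition below 25%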
Target sequence (Q9BYT3 whole entry, looked up): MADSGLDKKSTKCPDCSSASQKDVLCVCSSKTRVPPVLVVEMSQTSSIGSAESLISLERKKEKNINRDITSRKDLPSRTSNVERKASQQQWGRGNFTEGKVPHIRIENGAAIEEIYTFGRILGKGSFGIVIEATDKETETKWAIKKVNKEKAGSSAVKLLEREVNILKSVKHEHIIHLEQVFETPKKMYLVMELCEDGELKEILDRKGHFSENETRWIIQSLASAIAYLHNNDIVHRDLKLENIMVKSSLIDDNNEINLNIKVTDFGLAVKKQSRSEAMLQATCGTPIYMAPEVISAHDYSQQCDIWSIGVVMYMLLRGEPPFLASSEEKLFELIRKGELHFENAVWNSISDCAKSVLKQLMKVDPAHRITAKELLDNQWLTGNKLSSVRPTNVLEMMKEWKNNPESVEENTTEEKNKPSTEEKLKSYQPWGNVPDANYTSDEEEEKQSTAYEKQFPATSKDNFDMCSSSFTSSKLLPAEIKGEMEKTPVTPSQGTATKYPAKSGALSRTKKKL
The depositor's hits bear a star.

SMILES	STK33 kinase inh
C[C@H]1O[C@@H](O[C@H]2CC[C@@]3(C)C(CC[C@]4(C)C3C=CC3=C5CC(C)(C)CC[C@]5(CO)[C@H](O)C[C@]34C)[C@]2(C)CO)[C@H](O)[C@@H](O[C@@H]2O[C@H](CO)[C@@H](O)[C@H](O)[C@H]2O)[C@H]1O (some centres not stated)	0.9
CCOc1ccc(C(=O)N2CCCC2C(=O)O)cc1 (configuration not stated)	0.3
CCCCOc1ccc(/C=C(\C(=O)O)c2ccc(S(=O)(=O)N3CCCC3)s2)cc1	-1.2
CC1=C(C(=O)OCc2cc(C)on2)N2C(=O)[C@@H](NC(=O)OCc3cc(C)on3)[C@H]2SC1	0.2
CCCCCO	-0.8
O=C(OC(C(=O)Nc1cccc(C(F)(F)F)c1)c1ccccc1)C1CCCCC1 (configuration not stated)	-1.8
O=C(OCC#CCSc1nnc(-c2cccc3ccccc23)o1)c1cc2ccccc2o1	0.9
CC1CC(=O)Nc2ccccc2N1C(=O)CSc1nnnn1C(C)C (configuration not stated)	0.9
CC[C@@]1(C(=O)OC)N[C@H](CN(C)S(=O)(=O)c2ccc(OC)cc2)[C@@H]2C(=O)N(C)C(=O)[C@@H]21	1.4
COc1ccc(C(=O)NCC2CCCCC2)cc1S(=O)(=O)N1CCOCC1	-0.5
CN(Cc1ccccc1)C(=O)COC(=O)c1ccc(Br)o1	-2.1
Cc1ccc(S(=O)(=O)N2CCN(Cc3cc(=O)n4ccccc4n3)CC2)cc1C	-0.2
Cc1nc2c([nH]1)C1(CCN(Cc3ccccc3)CC1)C(C#N)=C(N)O2	1.2
N#Cc1cccc(NC(=O)C2CCCN(C(=O)c3ccc(Cl)cc3)C2)c1 (configuration not stated)	-0.5
O=C(NCc1cccs1)C1CCN(S(=O)(=O)c2ccc(Br)s2)CC1	-1.3
COc1ccc(C(=O)OCC(=O)NC2CC2)cc1S(=O)(=O)Nc1ccc(C)cc1	-1.4
CN(CC(=O)Nc1ccccc1Cl)CC(=O)N(C)c1c(N)n(Cc2ccccc2)c(=O)[nH]c1=O	-0.1
Cn1cccc1C(=O)NC(=O)COC(=O)c1ccc(S(C)(=O)=O)c([N+](=O)[O-])c1	3.6
COc1ccc(CCNC(=O)c2c(O)c3c([nH]c2=O)CCCC3)cc1OC	-0.4
NCCCC[C@@H](C(=O)N1CCNCC1)n1cc([C@@H](N)CC(N)=O)nn1	0.2
CC(C)n1ncc2c(C(=O)N3CCN(c4ccc(F)cc4)CC3)cc(-c3ccccc3)nc21	0.3
C#CCOCCOCCOCCNc1nc(N2CCN(C(=O)C([C@@H](C)O)n3cc([C@@H](N)CCCCN)nn3)CC2)nc(N2CCN(C(=O)[C@H](CC(N)=O)n3cc(C(N)[C@@H](C)CC)nn3)CC2)n1 (some centres not stated)	0.3
COc1cccc2sc3cc(NCCCN4CCOCC4)ccc3c(=O)c12	5.0
CCOc1ccccc1-c1nnc(SCC(=O)NC2(C#N)CCCC2)o1	0.3
CCN(C(=O)CSc1nc2ccc(Cl)cc2[nH]1)C1CCS(=O)(=O)C1 (configuration not stated)	-1.5
(next part)
SMILES	STK33 kinase inh
O=C(CCc1ccc(S(=O)(=O)N2CCOCC2)cc1)Nc1ccc(F)c(F)c1F	-0.5
O=C(c1ccc(F)cc1)c1ccc(OCC(=O)N2CCOCC2)cc1	0.0
O=C(NCCCN1CCOCC1)c1cc(-c2ccc(F)cc2)nc2ccccc12	-0.1
COc1cc(CCC(=O)Nc2ccc(C)c(S(=O)(=O)N3CCCCCC3)c2)cc(OC)c1OC	0.6
Cc1ccccc1C(=O)O	-1.6
NC(=O)C1CCN(C(=O)CN2CCCc3ccccc32)CC1	-2.5
C[C@@]12C(=O)Nc3ccc(Br)cc3C(=O)N1[C@H]1c3ccccc3OC[C@@H]1[C@@H]2c1ccccc1	-0.2
COC(=O)C1CCN(C(=O)c2cc(S(=O)(=O)N3CCCCC3)ccc2Cl)CC1	-0.5
Cc1cc(C)c(C)c(S(=O)(=O)N(C)CCc2ccccn2)c1C	-1.2
S=C(c1ccc(N2CCCC2)cc1)N1CCCCC1	-1.4
N#Cc1cccc(S(=O)(=O)NNC(=O)C23CC4CC(CC(C4)C2)C3)c1	-1.9
COC(=O)Nc1nc2ccc(SC(C)C)cc2[nH]1	0.4
COc1cc(CCC(=O)OCC(=O)NCCc2ccc(S(N)(=O)=O)cc2)cc(OC)c1OC	-2.5
CN(C(=O)CSc1nc2ccccc2c(=O)n1-c1ccccc1F)C1CCS(=O)(=O)C1 (configuration not stated)	-1.3
CCCn1ccnc1SCC(=O)Nc1c(C)n(C)n(-c2ccccc2)c1=O	1.0
O=C(NCc1ccncc1)c1ccc(NS(=O)(=O)c2ccc(F)cc2)cc1	-1.0
CC(=O)Nc1ccc(S(=O)(=O)N2CCNC(=O)C2)cc1	-1.2
N=c1c2c3c(sc2nc2n1CCCCC2)CCCCC3	-2.0
C[C@H](NC(=O)c1ccco1)C(=O)Nc1nnc(SCc2ccccc2)s1	-0.9
CCOC(=O)[C@H]1[C@H]2COc3ccc(OC)cc3[C@@H]2N2C(=O)CN(Cc3ccc(OC)cc3)C(=O)[C@@]12C	-1.1
CC(OC(=O)CCC(=O)c1ccc(Cl)s1)C(=O)NC1(C#N)CCCCC1 (configuration not stated)	-1.3
O=C(OCC(=O)N1CCN(c2ccccc2)CC1)c1cc(Br)ccc1Cl	-0.2
COc1ccc(OCCC(=O)OCC(=O)NC2CCCCC2)cc1	0.4
O=C(NNC(=O)c1csc(N2CCOCC2)n1)c1ccc(=O)[nH]c1	0.3
CC(NC(=O)CN(C)CC(=O)Nc1ccccc1Br)c1ccccc1 (configuration not stated)	0.5

Individual results from the entries so far.
STK33 kinase inh result of `COc1ccc(OCCC(=O)OCC(=O)NC2CCCCC2)cc1` = 0.4
STK33 kinase inh result of `CC(=O)Nc1ccc(S(=O)(=O)N2CCNC(=O)C2)cc1` = -1.2

Given as labelled records: entries from further up
CCOc1ccc(C(=O)N2CCCC2C(=O)O)cc1 (configuration not stated)
  STK33 kinase inh: 0.3

CCCCOc1ccc(/C=C(\C(=O)O)c2ccc(S(=O)(=O)N3CCCC3)s2)cc1
  STK33 kinase inh: -1.2

Remaining list, next part.
SMILES	STK33 kinase inh
Cc1ccc(S(=O)(=O)N2[C@@H](c3ccccc3F)C(C(=O)O)=CC[C@H]2c2ccc3c(c2)OCO3)cc1	-2.0
O=C(O)CCNS(=O)(=O)c1cccc2nsnc12	-2.1
Cc1ccc(S(=O)(=O)N2[C@@H](c3ccc(Cl)cc3)C(C(=O)O)=CC[C@H]2c2ccc(Cl)cc2)cc1	0.4
O=C(COC(=O)COc1ccccc1)Nc1ccc(Br)cc1F	1.4
Cc1ccccc1-c1cc(C(=O)NCc2cccc(Br)c2)n(CC2CC(c3cccnc3)=NO2)n1 (configuration not stated)	0.8
CN(CC(=O)Nc1cccc2ccccc12)C(=O)c1ccc(NC(=O)CC#N)cc1	-1.0
O=C(NC(=S)N1CCN(c2ccc(O)cc2)CC1)c1ccco1	0.3
O=C(COc1ccccc1Cl)NCc1ccco1	-1.0
C[C@@H]1CN([C@@H](C)CO)C(=O)c2cccc(NC(=O)Nc3ccc(F)cc3)c2O[C@@H]1CN(C)Cc1ccc(Oc2ccccc2)cc1	-0.3
O=C1NC(c2ccco2)Nc2sc3c(c21)CCN(Cc1ccccc1)C3 (configuration not stated)	-0.2
COc1ccc(NC(=O)c2cc3n(n2)C(C(F)(F)F)CC(c2ccc4c(c2)OCO4)N3)cc1OC (configuration not stated)	-0.6
O=C(CN1C(=O)C(=O)N(Cc2ccco2)C1=O)Nc1ccc(F)c(F)c1F	-2.6
Cc1cnc(C(=O)OCc2nc3ccccc3o2)cn1	0.9
O=C(NC1CCCCC1)c1cccc2c1C(=O)c1ccc(-c3ccc(OC(F)(F)F)cc3)cc1S2(=O)=O	-0.4
Cc1cccc(/C(N)=N/OC(=O)COc2ccccc2Cl)c1	1.4
Cc1ccc(NC(=O)C(c2ccccc2)N2CCN(C(=O)c3ccco3)CC2)cc1Cl (configuration not stated)	-0.1
C[C@H]1CN([C@@H](C)CO)C(=O)Cc2cc(NC(=O)CCC(F)(F)F)ccc2O[C@H]1CN(C)C(=O)Nc1ccc(F)cc1	-0.4
NC(=O)C1CCN(c2nc(-c3ccccc3N)cs2)CC1	0.7
Cc1ccc(S(=O)(=O)N2CCN(Cc3cc(=O)n4ccccc4n3)CC2)c(C)c1	-1.4
CSCC[C@@H](C(=O)NCCCCCCCCCCC(=O)N1CCNCC1)n1cc(CCO)nn1	-1.0
Fc1ccccc1-c1cc2cc3c(cc2cn1)OCO3	1.2
CN(Cc1ccccc1)C(=O)c1ccc(NC(=O)Cc2cccc(NC(=O)C3CCCN(C(=O)C4CCCCC4)C3)c2)cc1 (configuration not stated)	-0.4
CCOc1ccc(NC(=O)COC(=O)Cn2cnc3ccccc32)cc1	-0.1
CC(C)N(Cc1ccccc1)C(=O)CN1C(=O)NC2(CCCCCC2)C1=O	-0.2
Cc1ccc(S(=O)(=O)N2CC(C(=O)O)=CC[C@H]2c2ccc(Cl)cc2)cc1	-0.4

Among those listed so far, 4 have a CF3 group:
SMILES	STK33 kinase inh
O=C(OC(C(=O)Nc1cccc(C(F)(F)F)c1)c1ccccc1)C1CCCCC1 (configuration not stated)	-1.8
COc1ccc(NC(=O)c2cc3n(n2)C(C(F)(F)F)CC(c2ccc4c(c2)OCO4)N3)cc1OC (configuration not stated)	-0.6
O=C(NC1CCCCC1)c1cccc2c1C(=O)c1ccc(-c3ccc(OC(F)(F)F)cc3)cc1S2(=O)=O	-0.4
C[C@H]1CN([C@@H](C)CO)C(=O)Cc2cc(NC(=O)CCC(F)(F)F)ccc2O[C@H]1CN(C)C(=O)Nc1ccc(F)cc1	-0.4

Going on with the list:
SMILES	STK33 kinase inh
O=C(CSc1nnc(-c2ccccc2)c(-c2ccccc2)n1)NCC1CCCO1 (configuration not stated)	-1.9
O=C(CN1C(=O)NC2(CCCCCC2)C1=O)N1CCN(c2ccc(F)cc2)CC1	-0.2
Cc1ccc(NS(=O)(=O)c2ccc3c(c2)OCCCO3)cc1S(=O)(=O)N1CCOCC1	-1.1
CCOC(=O)c1cnn2c1[nH]c(=O)c1ccccc12	-6.1
Cc1cc(C(=O)OCC(=O)Nc2cc(Cl)ccc2C)c(C)o1	-1.1
Cc1ccc(C(C)C)c(OCC(=O)OCC(=O)NC2CC2)c1	-0.7
N#Cc1ccccc1S(=O)(=O)N1CCN(C(=O)C2COc3ccccc3O2)CC1 (configuration not stated)	-0.6
CCOC(=O)c1c(C)[nH]c(C(=O)OCC(=O)NCc2ccccc2)c1C	-1.4
O=C(c1ccc(Cl)c(S(=O)(=O)N2CCOCC2)c1)N1CCN(c2ccccn2)CC1	-0.9
CCOC(=O)N1CCC(N2Cc3cccc(C(=O)NCC4CCN(CC(C)C)C4)c3C2=O)CC1 (configuration not stated)	-1.1
O=C(CN1C(=O)NC2(CCc3ccccc32)C1=O)Nc1ccccc1C(F)(F)F (configuration not stated)	0.1
O=C(COC(=O)c1ccc(Cl)nc1)NCCc1ccc(F)cc1	-2.8
C[C@@H]1NC(=O)c2cc([N+](=O)[O-])cc(I)c2OCC[C@@H](C(=O)NC(CC(=O)O)C(N)=O)NC(=O)[C@H](CCC(=O)O)NC1=O (some centres not stated)	-1.4
Cn1cccc1C(=O)NNC(=O)COc1ccccc1Cl	-1.5
O=C(O)c1ccccc1OCCOCCOc1ccccc1C(=O)O	-2.4
C=CC[C@@H](CC(=O)N(CCO)Cc1ccccc1)C(=O)N[C@H](COC(=O)[C@@H](CC=C)Cc1ccc(F)cc1)Cc1ccccc1	-0.8
CCN(CC(=O)Nc1c(F)cccc1F)C(=O)CC1CCCCC1	0.2
COc1ccc(S(=O)(=O)N2CCCCC2)cc1NS(=O)(=O)c1ccc(CNC(C)=O)cc1	0.7
COc1ccc(NC(=S)NC(=NS(=O)(=O)c2ccc(Cl)cc2)c2ccccc2)cc1	-2.3
Cc1ccc(NC(=O)CNC(=O)c2ccc(C(C)(C)C)cc2)cc1S(=O)(=O)N1CCOCC1	0.9
CCN(c1ccccc1)S(=O)(=O)c1ccc(C(=O)Nc2ccccc2OC)cc1	-0.2
COc1ccc(S(=O)(=O)CCC(=O)N2CC(=O)N(CCc3ccccc3)C(=O)C2)cc1	-0.4
CN(CC(=O)Nc1cccc(F)c1)C(=O)c1cccc2ccccc12	-0.1
CC1(C)C(C=C(Cl)Cl)C1C(=O)OCc1cccc(Oc2ccccc2)c1 (configuration not stated)	-0.7
Cc1ccc(C(=O)Nc2ccccc2C(=O)NCc2ccco2)cc1	-0.7

Six entries already listed, ordered by number of heavy atoms, rising.
SMILES	STK33 kinase inh
O=C(O)CCNS(=O)(=O)c1cccc2nsnc12	-2.1
Cc1ccc(C(=O)Nc2ccccc2C(=O)NCc2ccco2)cc1	-0.7
C[C@H](NC(=O)c1ccco1)C(=O)Nc1nnc(SCc2ccccc2)s1	-0.9
O=C(CN1C(=O)C(=O)N(Cc2ccco2)C1=O)Nc1ccc(F)c(F)c1F	-2.6
N#Cc1ccccc1S(=O)(=O)N1CCN(C(=O)C2COc3ccccc3O2)CC1 (configuration not stated)	-0.6
Cc1ccccc1-c1cc(C(=O)NCc2cccc(Br)c2)n(CC2CC(c3cccnc3)=NO2)n1 (configuration not stated)	0.8

(cont.)
SMILES	STK33 kinase inh
CCOC(=O)C(C(=O)NCc1ccc(F)cc1)c1ncc(C(F)(F)F)cc1Cl (configuration not stated)	-0.3
CCOc1ccc(NC(=O)c2ccc3c(c2)OCCO3)cc1S(=O)(=O)N(CC)CC	0.2
O=[N+]([O-])c1cc(S(=O)(=O)N2CCCC2)ccc1OCCOc1ccccc1	-0.3
CC(=O)NC(C)c1ccc(C(=O)CSc2nnc(C3CC3)n2C2CC2)cc1 (configuration not stated)	-0.3
COCCN(CC(=O)Nc1cccc(C)c1C)C(=O)c1cc2c(s1)CCC2	1.0
CC1CCCC(NC(=O)CN(C)CC(=O)Nc2ccc(F)cc2)C1C (configuration not stated)	-1.1
Cc1cc(C)c2c(c1)[C@@H]1C=CC[C@@H]1[C@H](c1ccc(S(=O)(=O)N3CCOCC3)cc1)N2	0.2
Cc1cc(Cl)c(S(=O)(=O)NCC2CCCO2)cc1OCC(N)=O (configuration not stated)	-0.9
COc1ccccc1C(=O)NCC(=O)NNC(=O)c1cccs1	-1.9
CC(C)C(NC(=O)c1ccccc1F)C(=O)NCC(c1ccco1)N1CCCCC1 (configuration not stated)	-0.1
CCN(CC(=O)Nc1ccc(OC)cc1)C(=O)CSCc1c(C)noc1C	0.5

An excerpt; rates above refer to the full screens.
